# From PubChem
# SUMO Mot1 rescue: blocks SUMOylation pathway, rescuing yeast Mot1-301 growth; actives 1% (n = 320,000); growth rescue, % at 18.8 µM; S. cerevisiae Mot1-301 growth rescue, ATP luminescence, 38.5C; percent above DMSO median, 100 means doubled;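 active means every valid replicate shows activation above 250% relative to neutral control wells; inactive means the rest, any valid replicate at or below 250%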;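 further: OY570 slx delta 5 strain wells were the positive control but not used for scaling; some compounds called inactive have numbers as strong as hits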
# DAGLB inhibitor: diacylglycerol lipase beta (human) inhibition; Q8NCG7; HEK293T DAGLB membrane lysate, EnzChek fluorogenic substrate; inhibition, % at 5.17 µM; actives 0.059% (n = 340,000); in the data active means inhibition above about 34%;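 further: 0% = enzyme with vehicle and 100% = wells lacking enzyme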
# Target sequence (Q8NCG7 whole entry, looked up): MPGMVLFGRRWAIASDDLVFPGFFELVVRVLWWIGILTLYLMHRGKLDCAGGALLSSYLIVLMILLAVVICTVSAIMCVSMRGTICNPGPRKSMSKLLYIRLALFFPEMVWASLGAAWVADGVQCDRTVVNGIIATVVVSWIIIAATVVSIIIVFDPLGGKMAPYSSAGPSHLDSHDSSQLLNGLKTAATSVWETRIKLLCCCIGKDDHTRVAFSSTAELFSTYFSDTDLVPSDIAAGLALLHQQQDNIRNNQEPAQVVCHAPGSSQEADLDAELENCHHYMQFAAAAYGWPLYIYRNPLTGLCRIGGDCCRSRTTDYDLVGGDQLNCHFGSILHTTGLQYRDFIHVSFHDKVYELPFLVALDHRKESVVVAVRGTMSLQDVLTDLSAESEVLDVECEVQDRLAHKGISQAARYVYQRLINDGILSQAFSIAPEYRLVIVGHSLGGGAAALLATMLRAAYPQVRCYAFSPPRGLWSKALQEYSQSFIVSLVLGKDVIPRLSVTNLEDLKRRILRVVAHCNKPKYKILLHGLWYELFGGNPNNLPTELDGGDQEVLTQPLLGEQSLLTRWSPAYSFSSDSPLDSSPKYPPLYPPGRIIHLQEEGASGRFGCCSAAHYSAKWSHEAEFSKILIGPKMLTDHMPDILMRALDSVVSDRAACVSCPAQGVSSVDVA
# HTR5A inv ctr: inverse agonist of human HTR5A in OPRM1-OPRD1 counter-screen | P47898 | HTR5A cell line, luminescence, inverse agonism | inhibition, % at 9.3 µM | actives 0.083% (n = 340,000); in the data active means inhibition mostly above about 23%, no sharp cut-off; inactive means mostly below about 18%;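 further: 0% = cells with DMSO and 100% = no-cell wells with DMSO; some compounds called inactive have numbers as strong as hits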
# Target sequence (P47898 whole entry, looked up): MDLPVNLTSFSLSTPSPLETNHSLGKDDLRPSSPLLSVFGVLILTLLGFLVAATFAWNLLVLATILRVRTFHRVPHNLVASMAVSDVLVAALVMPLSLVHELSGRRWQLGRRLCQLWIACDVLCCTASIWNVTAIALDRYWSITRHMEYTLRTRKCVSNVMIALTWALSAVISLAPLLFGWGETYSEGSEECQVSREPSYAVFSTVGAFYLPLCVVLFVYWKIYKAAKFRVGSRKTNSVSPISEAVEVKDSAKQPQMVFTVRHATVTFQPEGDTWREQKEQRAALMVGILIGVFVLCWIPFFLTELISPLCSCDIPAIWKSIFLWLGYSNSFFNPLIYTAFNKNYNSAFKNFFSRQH
# HTR5A ag: activates human HTR5A in OPRM1-OPRD1 agonist counter-screen. P47898. HTR5A agonist assay, luminescence, cell-based. activation, % at 9.3 µM. actives 0.61% (n = 340,000). AID 504692; in the data active means activation mostly above about 9.5%, no sharp cut-off; inactive means mostly below about 7.6%;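 further: 0% = cells with vehicle only and 100% = reference agonist; strong numbers were not always called active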
# PKA-R2B activ: activates the human PKA-R2B holoenzyme complex; P22694+P31323; PKA-R2B holoenzyme dissociation, Cy5-IP20 fluorescence polarization; R2B truncated from residue 108, S112A mutant; 0% DMSO only, 100% 113 µM cGMP; activation, % at 11.4 µM; actives 0.079% (n = 340,000); AID 504700;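 active means activation above a cutoff set at the mean over all compounds plus 3 SD, cut at about 18% in these data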;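 further: higher means more holoenzyme dissociation and a rise in polarization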
# CDK5 inh: blocks human CDK5/p35 kinase activity. Q00535+Q15078. Recombinant CDK5/p35, ADP-Glo luminescence, 60 min. inhibition, % at 10 µM. actives 0.01% (n = 330,000). AID 488839;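 active means highest replicate inhibition of at least 50% and at least 75% of replicates reaching 50%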;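 further: plate controls were DMSO neutral control for no effect and GW8510 at 10 µM for full effect; many of its hits are not listed in these tables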
# Tat export inh: inhibitors of E. coli Tat protein transport; E. coli MC4100 TorA-mCherry Tat export, fluorescence; actives 0.036% (n = 340,000); AID 488895; inhibition, % at 10 µM;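 active means mean replicate inhibition at least 50% and at least half of replicates individually reaching 50%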;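 further: exported cargo escapes ClpAP degradation while cytoplasmic cargo is degraded and loses fluorescence; 0% = median of neutral control wells and 100% = median of NaSCN control wells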
# PKA-R1A act: activates the PKA-R1A holoenzyme complex; PKA-R1A dissociation, Cy5-IP20 fluorescence polarization; scaled: DMSO 0%, 113 µM cGMP 100%; activation, % at 11.4 µM; P00514+P68181; actives 0.083% (n = 340,000);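 active means percent activation above the mean of all tested compounds plus 3 SD, cut at about 19% in these data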;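 further: higher means more PKAc released from R1A so a rise in polarization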
# phage Ecoli inh: E. coli growth loss with phage present; actives 0.26% (n = 360,000); inhibition, % at 11.9 µM; growth absorbance; AID 651602; in the data active means inhibition above about 11%
# E coli growth: counter-screen for AddAB inhibitors: E. coli growth inhibition | AID 449728 | actives 0.27% (n = 330,000) | E. coli V3065 growth, OD600 absorbance, 18 h | inhibition, % at 11.9 µM;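 active means inhibition above the campaign's mean inhibition across all tested compounds plus 3 SD, cut at about 9.9% in these data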;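 further: uninfected addAB+ strain grown without phage in ampicillin broth; 0% = DMSO wells and 100% = ciprofloxacin 0.95 µg/ml wells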
# AddAB inh: less growth of phage-infected E. coli with AddAB | E. coli expressing H. pylori AddAB, absorbance growth | inhibition, % at 11.9 µM | actives 0.29% (n = 330,000) | AID 435030; in the data active means inhibition above about 12%;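 further: 0% = vehicle wells of infected cells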
# An asterisk follows results filed as active; / = no result given.
SMILES,SUMO Mot1 rescue,DAGLB inhibitor,HTR5A inv ctr,HTR5A ag,PKA-R2B activ,CDK5 inh,Tat export inh,PKA-R1A act,phage Ecoli inh,E coli growth,AddAB inh
c1cncc(-c2cn(C[C@H]3CC[C@@H]([C@@H]4CC[C@H](Cn5cc(-c6cccnc6)nn5)O4)O3)nn2)c1,5,3,3,0,-8,2.1,-5,5,0.7,0.7,1.8
Cc1c(N(C(=O)c2cnccn2)C2(C(=O)NC3CCCC3)CCCCC2)c(=O)n(-c2ccccc2)n1C,-4,-1,-13,5,-9,0.0,-5,-3,-0.7,0.0,-0.9
CCOC(=O)c1cnn(-c2ccccc2)c1NC(=O)c1ccc(C)cc1,36,0,-16,-5,-12,0.6,1,1,2.4,2.0,0.7
CCOC(=O)N/N=C(C)/C=C/c1ccco1,-1,4,5,-2,3,-6.3,-11,11,4.3,1.6,3.5
CC(Oc1ccc(Cl)cc1Cl)C(=O)Nc1ccncc1 (stereo not given),81,-2,-15,2,-10,1.1,-4,-9,0.6,-0.9,-1.5
COc1ccc(CN(C)C(=O)c2ccc(NS(=O)(=O)c3ccccc3)cc2)c(OC)c1,-13,1,5,-2,-6,0.6,3,-2,-0.6,3.0,2.3
COC(=O)c1cn(C(=O)c2cc(Cl)ccc2Cl)c2ccccc12,-5,-5,-3,0,2,2.4,2,-3,1.2,2.2,1.4
CCCCCCCCCC(=O)NNC(=O)c1c(O)c2ccccc2n(CCC)c1=O,-12,1,-1,0,-1,2.4,-4,5,1.2,-4.3,0.9
CC(C)CCNC1=NCCCCC1,14,3,1,0,-5,0.2,0,4,0.3,1.6,3.3
O=C(O)c1cn2c3c(ccc(Cl)c3c1=O)OCC2,10,2,-8,2,-5,0.3,2,1,4.6,5.0,2.3
Cc1ccc(-n2c(SCn3nnc4ccccc4c3=O)nnc2-c2cccnc2)c(C)c1,-5,4,-8,4,5,0.3,-7,-16,2.3,1.0,2.0
CCCCOc1ccc(C(=O)N/C(=C/C=C/c2ccccc2)C(=O)N2CCOCC2)cc1,68,1,-2,-3,-4,-0.3,8,-11,1.1,0.7,3.7
CC1CCN(S(=O)(=O)c2ccc3ncn(CC(=O)N(C)C4CCCCC4)c(=O)c3c2)CC1,-3,-4,-9,-1,-5,0.4,-4,-8,2.2,0.8,2.0
Cc1cccnc1NC(=O)C1CCCN(S(=O)(=O)c2ccc3c(c2)oc(=O)n3C)C1 (stereo not given),-14,-1,-5,2,-1,0.8,-11,0,-1.9,0.8,0.7
Cc1onc(-c2ccccc2)c1-c1n[nH]c(=S)n1-c1ccc(C(=O)O)cc1,-4,-1,2,-9,1,1.1,4,-2,1.6,2.9,-0.5
COc1ccc(CCC(=O)NCCS(=O)(=O)N2CCN(c3ccccc3F)CC2)cc1,277,-1,13,-5,2,0.8,-5,1,1.8,-1.4,1.7
Cc1c(Br)c([N+](=O)[O-])nn1CC(=O)N1CCN(C23CC4CC(CC(C4)C2)C3)CC1,-3,0,3,-1,-1,-1.4,10,3,0.3,2.9,2.2
COc1ccc(-c2ccc(SCC(=O)Nc3nccs3)nn2)cc1OC,150,-5,-21,3,5,1.6,-5,0,2.5,1.1,2.7
Cc1cc(NC(=O)CSc2nnc(-c3cccc(F)c3)n2N)no1,5,-4,-8,0,-16,1.2,-5,-5,0.7,3.0,0.8
O=C1CSc2ccccc2N1Cc1ccccc1F,-9,-2,0,-2,-1,-0.6,4,2,-0.1,-2.5,-2.1

# 3 records picked at random from the list so far:
SMILES,SUMO Mot1 rescue,DAGLB inhibitor,HTR5A inv ctr,HTR5A ag,PKA-R2B activ,CDK5 inh,Tat export inh,PKA-R1A act,phage Ecoli inh,E coli growth,AddAB inh
CCCCOc1ccc(C(=O)N/C(=C/C=C/c2ccccc2)C(=O)N2CCOCC2)cc1,68,1,-2,-3,-4,-0.3,8,-11,1.1,0.7,3.7
Cc1onc(-c2ccccc2)c1-c1n[nH]c(=S)n1-c1ccc(C(=O)O)cc1,-4,-1,2,-9,1,1.1,4,-2,1.6,2.9,-0.5
Cc1ccc(-n2c(SCn3nnc4ccccc4c3=O)nnc2-c2cccnc2)c(C)c1,-5,4,-8,4,5,0.3,-7,-16,2.3,1.0,2.0

# Following part
SMILES,SUMO Mot1 rescue,DAGLB inhibitor,HTR5A inv ctr,HTR5A ag,PKA-R2B activ,CDK5 inh,Tat export inh,PKA-R1A act,phage Ecoli inh,E coli growth,AddAB inh
Cc1ccc(S(=O)(=O)N(C)C)cc1NC(=S)Nc1ccc2[nH]c(=O)[nH]c2c1,-16,-1,-3,1,3,-0.3,-1,-4,3.0,4.1,0.4
CC1(C)Cc2c(C#N)c(NC3CCCCC3)nc(-c3ccco3)c2CO1,104,1,-27,10,-1,-0.7,9,3,/,-1.5,4.2
O=C(Cc1cccs1)NCCS(=O)(=O)N1CCN(c2ccccc2F)CC1,-7,-2,2,-1,-12,-0.4,1,-2,0.7,-1.6,0.8
Cc1cc(Nc2ncc(Cl)cc2Cl)n(-c2ccccc2)n1,-7,-2,-1,0,4,0.4,12,-10,1.5,1.1,1.4
COc1ccc(/C=C(\C#N)c2cc(OC)c(OC)cc2[N+](=O)[O-])cc1,2,-1,-3,-2,5,-2.7,-2,2,0.5,2.4,0.5
COc1cc(CNc2ccccc2)c([N+](=O)[O-])cc1OC,10,-1,21,0,-3,0.0,9,1,-1.5,-2.0,-1.1
CC(C)[C@H](NC(=O)c1ccccc1)C(=O)Nc1cccc(S(=O)(=O)N2CCOCC2)c1,1,-3,-8,4,8,-6.8,-7,-3,0.2,1.1,3.4
COc1ccc(N2CCN(C(=O)C3COc4ccccc4O3)CC2)cc1 (stereo not given),203,-7,17,-2,7,0.8,1,16,2.5,1.2,-0.7
CC(C)NC(=O)c1ccc2c(c1)nnn2C,135,2,-4,4,13,1.4,-1,-6,2.2,0.4,3.6
CC1CC1C(=O)N1CCN(S(=O)(=O)c2cccc(F)c2)CC1 (stereo not given),226,-1,-29,2,-1,0.0,9,2,5.1,1.1,0.2
CC(c1nnnn1C(C)(C)C)N(Cc1cccnc1)Cc1ccccc1Cl (stereo not given),19,-1,13,-7,-3,0.4,7,2,2.3,-1.8,-0.3
COc1cc([N+](=O)[O-])c2nc(C=NNC(N)=S)ccc2c1,/,2,0,0,7,0.0,-12,-5,5.0,/,/
CCOc1ccccc1Nc1ccc2nonc2c1[N+](=O)[O-],5,3,5,-1,-5,1.3,-5,-1,0.9,-0.9,-3.0
COc1ccccc1C(=O)NCC(=O)Nc1cccnc1,-11,-1,4,-2,-5,0.5,-1,-9,/,1.8,0.7
CCC(C)(C(=O)NC1CCCC1)N(C(=O)Cc1cccs1)c1c(C)n(C)n(-c2ccccc2)c1=O (stereo not given),3,0,11,2,-2,-2.1,12,-3,2.8,-1.7,-1.3
CCOc1ccc2nc(N3CCC(C(=O)N4CCN(c5ncccn5)CC4)CC3)sc2c1,22,1,2,4,0,3.4,-1,-3,2.7,0.2,-1.0
Cn1c(-c2ccccc2)cc(=O)c2ccccc21,14,0,10,-3,-7,-0.2,2,-7,-1.4,2.2,1.6
CN(c1ccc(OCC(=O)OCC(=O)Nc2ccc([N+](=O)[O-])cc2)cc1)S(=O)(=O)c1cccs1,/,0,-9,3,-4,1.0,-1,1,1.2,/,/
CCOC(=O)CCSCC(=O)Nc1nnc(C)s1,26,-2,-3,6,0,0.6,-11,-3,3.9,2.0,-0.8
CCCN1CNC(=S)N(c2cccc(C)c2C)C1,7,1,11,-4,3,2.6,6,-5,2.2,1.1,3.9
Cc1cc([N+](=O)[O-])c(C(C)(C)C)cc1N,169,-2,7,-1,8,-0.2,-4,6,1.8,-2.3,-0.2
CCOc1ccc(NC(=O)CSc2n[nH]c(N)n2)c([N+](=O)[O-])c1,-10,-1,-30,12,-3,-0.2,2,-3,3.5,0.2,1.9
CC(=O)Nc1ccccc1OCc1nnc(-c2ccc(Cl)cc2)o1,-15,-2,-1,0,-1,-0.2,0,9,8.1,7.9,8.1
O=C(Nc1ccc2c(c1)OCO2)O[C@@H]1C[C@H]2CCC(=O)N3CC[C@@H](C1)[C@@H]23,10,-2,-4,1,3,1.5,4,-2,-0.8,-0.8,3.3
O=C(CNc1ccc2ccccc2c1)N/N=C/c1ccc(C(=O)O)cc1,-12,0,-3,1,-6,-1.8,-5,-12,0.3,-2.6,0.6
CCCCN(CCCC)C(=O)C1CC=CCC1C(=O)O (stereo not given),2,-1,-4,1,-5,1.3,-3,-7,5.4,2.7,2.1
COCCN1C(=O)C(O)=C(C(=O)c2cccs2)C1c1ccccc1 (stereo not given),-3,-3,-23,-2,-4,1.7,-8,1,1.3,1.1,-1.4
COc1ccc(S(=O)(=O)Nc2ccccc2N2CCOCC2)cc1OC,-10,-1,15,-6,12,-1.2,0,8,0.3,-2.1,-0.8
COc1cc(C=O)ccc1OCC(=O)N1CCCC1,1,1,8,-3,0,0.2,-11,-2,4.5,1.9,1.2
Cc1ccccc1C(=O)Nc1ccc(N2CCN(C)CC2)nc1,-10,-1,-2,1,-12,-0.1,1,4,3.0,0.3,-0.6
CC1CCN(S(=O)(=O)c2ccc(NC(=O)CCN3C(=O)c4ccccc4C3=O)cc2)CC1,4,0,9,3,-8,0.8,-3,3,/,-1.1,-0.1
COc1ccccc1NC(=O)Nc1nc2ccc(S(N)(=O)=O)cc2s1,6,2,-20,-1,-5,0.6,6,10,0.1,1.8,1.2
Cc1ccc(S(=O)(=O)N2CCN(C(=O)CSC3CCCC3)CC2)c(C)c1,-2,-3,-7,-2,-5,-1.9,7,-5,0.3,0.5,2.0
O=C(CSc1nnnn1-c1ccccc1)c1ccc(O)cc1O,3,1,2,-1,-11,-0.2,-16,-5,0.5,-1.2,-1.4
CCOC(=O)C1CCCN(C(=O)Nc2ccccc2)C1 (stereo not given),14,-1,13,-3,-7,-0.9,-8,-13,1.6,2.6,1.1
Cc1ccc(C(=O)NNC(=O)c2cc3cc4ccccc4nc3s2)cc1,2,9,-16,6,13,0.8,4,-7,-1.7,-2.4,1.5
CN(C)/C=N/C(=S)Nc1ccccc1Cl,7,0,-2,1,3,-0.5,2,1,2.6,-2.0,1.2
Cn1c(SCc2nnc(-c3ccccc3)o2)nc2ccccc21,-17,1,-2,1,2,-1.1,-6,8,1.9,-0.5,1.1
C#CCOCCOCCOCCNc1nc(N2CCN(C(=O)[C@H](CCCCN)n3cc([C@@H](N)CC(C)C)nn3)CC2)nc(N2CCN(C(=O)[C@H](Cc3cc4ccccc4[nH]3)n3cc([C@@H](N)Cc4ccc(O)cc4)nn3)CC2)n1,10,2,11,0,0,11,25,-1,/,-2.5,1.6
CN(Cc1ccccc1)C(=O)c1ccccc1N(C)S(=O)(=O)c1ccccc1,/,1,19,-3,-8,-0.6,-8,2,2.1,/,/
CC(Sc1ccc(S(=O)(=O)N(C)C)cn1)C(=O)NC1CCCC1 (stereo not given),4,-1,-20,8,-1,1.4,0,-17,6.6,0.9,0.2
C#Cc1cccc(C(=O)N2CCCC(C(=O)c3ccc(OC)cc3C)C2)c1 (stereo not given),4,1,26,5,-7,-1.7,5,-1,-0.7,4.6,2.7
CCC(NC(=O)C1CCCO1)c1ccccc1 (stereo not given),-15,-4,0,0,-7,0.2,4,-7,1.4,1.2,3.8
